# MazF activator – increases E. coli MazEF RNase cleavage of RNA; P0AE70; FAM/BHQ RNA-DNA oligo cleavage fluorescence, 5 h; activation, % at 20 µM; actives 0.32% (n = 350,000); AID 504720; in the data active = activation above about 50%
# Rv3671c inh – inhibitors of M. tuberculosis serine protease Rv3671c | P9WHR9 | inhibition, % at 5.96 µM | actives 0.048% (n = 320,000); in the data active = inhibition above about 38%;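 note: extracellular domain of Rv3671c used as enzyme; 0% = enzyme with DMSO and 100% = no enzyme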
# CCHF vOTU inh – CCHFV vOTU protease inhibition; Pep-AMC fluorescence; actives 0.55% (n = 370,000); inhibition, % at 11.5 µM; in the data active = inhibition above about 30%; note: 0% = vehicle wells with enzyme and 100% = no enzyme wells
# BH1578 lux ind – inducers of Vibrio cholerae quorum light production without autoinducers | V. cholerae BH1578 lux reporter, luminescence, 6 h | activation, % at 18.7 µM | actives 0.16% (n = 350,000) | AID 588436; in the data active = activation mostly above about 9.7%, no sharp cut-off; note: not every result past the cut was called active; inactives centre near 0; reference of the scale not given here
# VHR inh abs – inhibitors of human VHR1 phosphatase (DUSP3). inhibition, % at 13.3 µM. actives 0.52% (n = 290,000). recombinant VHR phosphatase, pNPP absorbance. P51452. AID 1654; in the data active = inhibition above about 50%; note: some compounds called inactive have numbers as strong as hits
# 3CLpro inhibitor – SARS-CoV 3CLpro protease inhibition; recombinant SARS-CoV 3CLpro, quenched FRET peptide cleavage; AID 1706; inhibition, % at 6 µM; actives 0.14% (n = 290,000); in the data active = inhibition above about 12%
# Yp Topo-I inh – inhibitors of Yersinia pestis topoisomerase I. Y. pestis Topo-I cleavage product accumulation, plate reader. activity, % at 10 µM. actives 0.064% (n = 360,000). AID 504884; in the data active = activity above about 50%, passing the limit was not always enough; note: inactives centre near 2
# PrPC surface inh – inhibitors of human cell surface prion protein PrPC; P04156; TR-FRET read-out; inhibition, % at 13.8 µM; actives 0.43% (n = 370,000); AID 720596; in the data active = inhibition above about 24%; note: 0% = median of the test wells and 100% = reference compound wells
# TcdB GH inh – TcdB glycohydrolase inhibition; TcdB glycohydrolase enzymatic assay, plate reader; inhibition, % at 9.99 µM; actives 0.24% (n = 350,000); AID 652162; in the data active = inhibition above about 10%
# SSB-PriA inh – inhibitors of Klebsiella pneumoniae PriA binding to SSB C-terminal tail. AlphaScreen SSBct-PriA binding, biotinylated peptide. inhibition, % at 33 µM. actives 0.6% (n = 430,000). AID 1272365; in the data active = inhibition mostly above about 37%, no sharp cut-off; inactive = mostly below about 20%;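 note: plate controls were negative control peptide for no effect and reference peptide for full effect; strong numbers were not always called active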
# Starred values were filed as active, the others as inactive; i = inactive; · = not tested or not shown; + = active, no number; & = joins results of further samples. This is a subset. The share of hits here may be higher or lower than overall.
SMILES,MazF activator,Rv3671c inh,CCHF vOTU inh,BH1578 lux ind,VHR inh abs,3CLpro inhibitor,Yp Topo-I inh,PrPC surface inh,TcdB GH inh,SSB-PriA inh
CCN(C(=O)COC(=O)Cc1ccc(F)cc1)c1c(N)n(Cc2ccccc2)c(=O)[nH]c1=O,6,-1,-4,2.0,·,·,-7,3,0.6,-9
Cc1ccc(-c2nc(C(=O)NCCCN(C)C)cc3c2[nH]c2ccccc23)cc1,26,-22,-22,-0.3,·,-5,-13,-5,1.1,-1
COCCN(C(=O)c1cccc(N2C(=O)CCC2=O)c1)c1nc(-c2ccc([N+](=O)[O-])cc2)cs1,-10,-5,0,i,·,·,-7,-8,0.2,12
Cc1ncoc1C(=O)NC1CCCc2c1cnn2-c1ccc(C(C)(C)C)cc1 (stereo unspecified),6,·,-2,-0.2,33,-4,14,9,0.0,2
CCOC(=O)c1c(NC(=O)C2C3C=CC(C3)C2C(=O)O)sc2c1CC(C)(C)OC2 (stereo unspecified),0,-8,0,i,-12,5,-5,8,-0.4,-3
C=CCn1c(SCC(=O)NC(=O)NCCC)nnc1C1CCCCC1,3,3,1,i,13,1,2,0,·,-1
Cc1sc(NC(=O)c2ccco2)c(C(=O)c2ccc(Cl)cc2)c1C,4,-4,-1,-0.3,4,0,4,-3,-0.4,18
Fc1ccccc1OCCCN1CCOCC1,-3,5,6,0.0,18,0,3,-1,·,-4
COc1cc(CNc2ccc3[nH]c(=O)[nH]c3c2)ccc1OCc1ccc(F)cc1Cl,1,·,-17,-15,1,1,0,-3,-0.3,16
COCCSc1ccccc1C(=O)Nc1nnc(COC)s1,5,3,1,12,32,4,5,-1,·,-10
CN(c1ccccc1)S(=O)(=O)c1cccc(NC(=O)CN2CCCc3ccccc32)c1,-5,14,6,-0.4,9,-1,12,7,0.5,-2
Cc1ccc(S(=O)(=O)N2CCCOC2CNC(=O)C(=O)NCc2ccncc2)cc1 (stereo unspecified),2,-12,1,0.2,2,4,8,5,·,-19
CCN1CC(CN(C)Cc2cn(-c3ccc(C)cc3)nc2-c2ccc(F)cc2)CC1=O (stereo unspecified),7,1,-8,-0.2,3,3,30,-1,-0.2,-7
COC(=O)c1cc(S(=O)(=O)NCC2CCN(Cc3ccc(C)cc3)CC2)c[nH]1,16,-3,3,3.1,13,-5,0,3,-2.4,4
S=c1[nH]ccn1-c1ccccc1Cl,5,4,-20,-1.6,5&10,0&-3,-7,-4,0.3,-5
Cc1ccc(/C=N/NC(=O)c2ccc(N(C)S(=O)(=O)c3ccccc3)cc2)cc1,4,-21,16,i,6,2,5,3,-0.7,·
COc1cc(-c2nc(Cc3ccccc3Cl)no2)cc(OC)c1OC,4,5,-8,-0.4,3,0,34,-4,·,-54
O=C(CC12CC3CC(CC(C3)C1)C2)NCc1ccccc1,5,-2,-21,i,10,-2,-2,-1,0.3,-9
CCn1c(COc2ccccc2)nnc1SCC(=O)NC1CCCCC1,0,0,-11,-0.5,13,-6,5,7,·,-7
CC1CCN(c2c(NCc3ccc(C(=O)NCc4ccccc4)cc3)c(=O)c2=O)CC1,-2,1,-13,-0.4,-2,2,15,13,1.1,1

# Overlap with the part before: four entries, then new ones.
SMILES,MazF activator,Rv3671c inh,CCHF vOTU inh,BH1578 lux ind,VHR inh abs,3CLpro inhibitor,Yp Topo-I inh,PrPC surface inh,TcdB GH inh,SSB-PriA inh
COc1cc(-c2nc(Cc3ccccc3Cl)no2)cc(OC)c1OC,4,5,-8,-0.4,3,0,34,-4,·,-54
O=C(CC12CC3CC(CC(C3)C1)C2)NCc1ccccc1,5,-2,-21,i,10,-2,-2,-1,0.3,-9
CCn1c(COc2ccccc2)nnc1SCC(=O)NC1CCCCC1,0,0,-11,-0.5,13,-6,5,7,·,-7
CC1CCN(c2c(NCc3ccc(C(=O)NCc4ccccc4)cc3)c(=O)c2=O)CC1,-2,1,-13,-0.4,-2,2,15,13,1.1,1
C=CCn1c(COc2ccccc2OC)nc2ccccc21,2,7,2,-0.3,6,-1,3,4,2.9,-19
Cc1ccc(C)c(S(=O)(=O)N/N=C2/CCCc3ccccc32)c1,-5,0,10,-1.7,31,-2,13,-6,·,·
O=C(OC1CCCCC1=O)c1cccc(S(=O)(=O)N2CCOCC2)c1 (stereo unspecified),3,-8,-5,-2.9,·,·,0,2,2.4,-15
CC(=O)NCCOC(=O)Nc1ccncc1,3,-3,-3,-0.4,20,-3,3,0,·,4
COC(=O)Cn1cnc2c(C#N)c3n(c2c1=O)CCCCC3,1,-5,0,-2.5,-10,-1,0,1,·,-9
CN1C2CCC1CC(OC(=O)c1ccc(Cl)cc1)C2 (stereo unspecified),0,-2,2,i,22,5,-4,3,·,-9
Cc1sc2nc(COC(=O)c3ccc(Cl)c(N)c3)[nH]c(=O)c2c1C,-12,-17,11,-0.6,1,6,13,3,0.7,4
Cc1cccc(NC(=S)N2CCC(c3nc4ccccc4o3)CC2)c1C,-2,-4,4,-0.5,21,0,11,10,-3.2,1
Cc1cccc(N2CC(C(=O)NCC3COc4ccccc4O3)CC2=O)c1C (stereo unspecified),0,-7,0,i,·,·,7,4,0.5,-9
O=C1CCC(=O)N1c1ccc(-c2nc3sc4c(c3c(=O)o2)CCC4)cc1,11,-19,-6,i,-3,-3,-16,-3,1.2,4
C=CCn1c(O)c(/C(C)=N/N2CCCCC2)c(=O)[nH]c1=O,6,-3,-6,-0.4,-24,2,3,1,0.9,·
CC1CCCN(C(=O)c2ccc3c(c2)OCCO3)C1 (stereo unspecified),-1,-10,6,-0.8,·,·,8,8,0.5,-9
Cc1ccccc1-c1cc2c(nn1)-c1ccccc1C2=O,21,-100,96*,0.8,17,5,-9,-18,·,12
CC(=O)c1c(C)[nH]c(C(=O)Nc2cc(C)ccc2C)c1C,9,-7,-2,-0.2,-16,3,7,3,1.5,-9
Cc1cc(OCC(=O)OCC(=O)N2CCCc3ccccc32)ccc1Cl,-3,·,-3,-0.6,·,·,15,2,0.7,·
Cc1c(OCC(F)(F)F)ccnc1CS(=O)c1nc2ccccc2[nH]1 (stereo unspecified),2,-1,-5,6.2&-0.6,12&3,-2&-2,4,6,0.2,3
Cc1ccc(NC(=O)C(CC(C)C)NC(N)=O)cc1Cl (stereo unspecified),4,-15,1,-2.7,8,2,-8,5,0.4,-12
O=C(Nc1ccc2c(c1)OCO2)C1CCN(C(=O)CSc2ncnc3ccccc23)CC1,1,3,-1,-0.3,25,0,8,7,·,-9
c1ccc2oc(CCc3nc4ccccc4o3)nc2c1,2,-2,18,i,8,·,5,-13,·,-17
COC(=O)[C@@H]1C[C@@]2(O)[C@H](O)[C@H](O)[C@H](O)C[C@H]2N1Cc1ccc(-c2ccccc2)cc1,10,-7,-8,0.6,19,·,-6,5,0.7,-3

# Sorted by length of the SMILES (ascending): some entries from above
SMILES,MazF activator,Rv3671c inh,CCHF vOTU inh,BH1578 lux ind,VHR inh abs,3CLpro inhibitor,Yp Topo-I inh,PrPC surface inh,TcdB GH inh,SSB-PriA inh
CC1CCCN(C(=O)c2ccc3c(c2)OCCO3)C1 (stereo unspecified),-1,-10,6,-0.8,·,·,8,8,0.5,-9
CN1C2CCC1CC(OC(=O)c1ccc(Cl)cc1)C2 (stereo unspecified),0,-2,2,i,22,5,-4,3,·,-9
Cc1sc2nc(COC(=O)c3ccc(Cl)c(N)c3)[nH]c(=O)c2c1C,-12,-17,11,-0.6,1,6,13,3,0.7,4

# Going on with the list.
SMILES,MazF activator,Rv3671c inh,CCHF vOTU inh,BH1578 lux ind,VHR inh abs,3CLpro inhibitor,Yp Topo-I inh,PrPC surface inh,TcdB GH inh,SSB-PriA inh
CCOC(=O)c1sc(NC(=O)CSc2nccc(C)n2)nc1C,9,-9,-2,-2.2,-8,4,2,-2,0.8,-21
O=C(O)C1CCN(C(=O)c2ccc(S(=O)(=O)N3CCCCCC3)cc2)CC1,3,·,-1,-0.5,·,·,1,-3,1.8,·
O=C(Nc1ccccc1N1CCOCC1)c1cc(-c2ccncc2)nc2ccccc12,5,3,2,-0.5,-1,4,7,-11,·,8
COC(=O)c1ccc(OC(=O)c2ccc(OC)c(OC)c2)c(OC)c1,3,-2,2,·,30,1,2,0,·,-5
CNC(=O)c1ccsc1NC(=O)CCS(=O)(=O)c1ccccc1,9,1,11,1.1,10,7,-7,4,0.7,7
Cc1cccc(N2CCN(C(=O)Cc3ccccc3[N+](=O)[O-])CC2)c1C,7,7,10,-0.4,4,0,27,-14,1.5,1
O=C(COC(=O)/C=C/c1nc2ccccc2s1)Nc1cccc(Cl)c1Cl,-13,-2,-11,-0.3,5,-1,-1,-3,·,-14
CC(=O)NC1CC2CCCC(C1)N2C(=O)Nc1cccc(Cl)c1 (stereo unspecified),-3,·,-12,i,·,·,-12,4,0.3,-4
CCOc1ccccc1NC(=O)C(OC(=O)C1CC1)c1ccccc1 (stereo unspecified),1,-8,-2,-1.5,9,-2,1,6,0.6,-20
Cc1cccc(OCCNC(=O)c2cccc(Oc3ccc(C(F)(F)F)cc3[N+](=O)[O-])c2)c1,-3,-16,6,-0.3,-8,4,-4,-5,·,-8
CC1(C)CC(=O)c2c(nn(-c3ccccc3)c2-c2ccncc2)C1,2,-4,-3,i,18,4,0,-4,·,-25
CCOC(=O)c1nn(-c2ccc(C)cc2)cc1O,-5,-1,2,+,-4,-1,4,6,·,-15
CS(=O)(=O)N1CCN=C1SCc1ccc([N+](=O)[O-])cc1,-3,1,-9,0.1,12,2,2,-11,0.5,0
COCc1cc(OC(=O)N(C)C)nc(-c2ccccc2)n1,11,-8,-1,i,32,5,2,-2,2.6,-8
Cc1cccc(N2CCCC2=Nc2ccc(Br)cc2C#N)c1,-2,-7,-2,-2.0,24,-3,1,-5,·,-6
CCc1nc2ccc(C(=O)Nc3cccc(OC)c3)cn2c1N(CC)Cc1cccc(Br)c1,·,·,11,-0.5,·,·,12,15,-8.2,·
O=C1CCC(=O)N1c1cccc(OS(=O)(=O)c2ccccc2)c1,8,-3,9,-0.3,5,-1,2,3,·,-8
O=C(Cn1nnc2ccccc21)NCc1ccccc1,-7,0,-12,0.4,-5,6,-7,5,·,-2
C[C@H](NC(=O)c1nc[nH]c1C(=O)N1CCN(c2ccccc2)CC1)c1ccccc1,-20,3,1,-0.4,·,·,10,3,0.0,7
COC(=O)c1sccc1N/N=C/c1cccc(OC)c1O,3,-9,-3,-0.2,26,6,-3,0,-0.3,·

# High-throughput results (PubChem BioAssay)
